Bioassay records as filed in PubChem BioAssay.
C diff growth = inhibitors of Clostridium difficile growth | AID 1259249 | growth activity, negative = inhibition, % at 16 µg/mL (by protocol) | hit rate 0.25% among 86,000 | Clostridium difficile clinical isolate growth, OD600, 24 h; active compounds read low;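 active means mean growth activity at or below -80% and every replicate also at or below -80%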;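 further: 0% = DMSO wells and -100% = levofloxacin 16 µg/mL wells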
Pf Dd2 growth = P. falciparum Dd2 growth inhibition; SYBR Green, 72 h; active compounds read low; hit rate 2.3% among 94,000; AID 1159554; activity change, % at 10 µM; in the data active means activity change below about -80%
GASC1 inh = blocks human GASC-1 (KDM4C) demethylase activity; inhibition, % at 12.5 µM; hit rate 0.15% among 96,000; AID 720574; GST-KDM4C 2-372, H3K9me3 peptide, LANCE TR-FRET; Q9H3R0;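 active means mean replicate inhibition above about 25%, with at least 55% of replicates also reaching it, limit read from the data, passing the limit was not always enough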
Target sequence (Q9H3R0 2-372 limits assumed): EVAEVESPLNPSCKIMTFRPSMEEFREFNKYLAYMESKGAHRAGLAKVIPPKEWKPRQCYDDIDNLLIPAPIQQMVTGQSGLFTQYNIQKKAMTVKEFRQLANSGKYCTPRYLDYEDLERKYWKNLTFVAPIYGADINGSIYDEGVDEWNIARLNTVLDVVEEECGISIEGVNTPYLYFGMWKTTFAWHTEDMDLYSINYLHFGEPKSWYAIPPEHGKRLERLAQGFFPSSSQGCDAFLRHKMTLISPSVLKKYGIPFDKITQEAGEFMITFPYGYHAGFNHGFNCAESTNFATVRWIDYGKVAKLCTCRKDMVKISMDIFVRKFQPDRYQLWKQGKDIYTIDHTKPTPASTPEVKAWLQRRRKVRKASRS
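Compound: one test concentration per compound; Material: GST-GASC-1 enzyme fragment 2-372; Amount: GASC-1 enzyme at 10 nM final in reaction; Also added: H3K9me3 peptide substrate, Fe(II), 2-oxoglutarate; Technique: LANCE TR-FRET; Times: 30 min demethylation and 1 h detection at room temperature.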
* marks the source's active call; other numbers are inactive results; . = not tested or not shown. This is a subset; count on the stated rates, not on these rows.

SMILES | C diff growth | Pf Dd2 growth | GASC1 inh
Cc1ccc(S(=O)(=O)N(C)C[C@H]2Oc3ccc(NC(=O)Nc4c(C)noc4C)cc3CC(=O)N([C@@H](C)CO)C[C@@H]2C)cc1 | . | . | -3.7
CO[C@@H]1CN(C)C(=O)c2ccc(NC(=O)c3ccccc3F)cc2OC[C@@H](C)N(CC2CCOCC2)C[C@H]1C | . | . | 2.1
COCC(=O)Nc1ccc2c(c1)OC[C@H](C)N(CC1CCCCC1)C[C@H](C)[C@H](OC)CN(C)C2=O | . | . | -0.6
C[C@H](CO)N1C[C@H](C)[C@@H](CN(C)C)Oc2c(NC(=O)CCCCCC(=O)Nc3ccccc3N)cccc2C1=O | . | . | 0.2
CO[C@@H]1CN(C)C(=O)c2cc(NC(=O)C3CCC3)ccc2OC[C@@H](C)N(C(=O)NC(C)C)C[C@H]1C | . | . | -0.7
CO[C@H]1CN(C)C(=O)c2cc(NS(C)(=O)=O)ccc2OC[C@@H](C)N(CC2CC2)C[C@@H]1C | . | . | -1.1
C[C@H](CO)N1C[C@H](C)[C@H](CN(C)C(=O)Nc2ccc3c(c2)OCO3)Oc2ccc(NC(=O)Nc3ccc4c(c3)OCO4)cc2CC1=O | . | . | 1.6
CCC(=O)Nc1ccc2c(c1)C(=O)N(C)C[C@@H](OC)[C@@H](C)CN(C(=O)C1CC1)[C@@H](C)CO2 | . | . | 0.7
CCCNC(=O)Nc1ccc2c(c1)C(=O)N(C)C[C@H](OC)[C@H](C)CN(C(=O)C1CC1)[C@@H](C)CO2 | . | . | 0.5
CO[C@@H]1CN(C)C(=O)c2ccc(NC(=O)C3CCCC3)cc2OC[C@H](C)N(C(C)=O)C[C@H]1C | . | . | 1.2
CO[C@H]1CN(C)C(=O)c2ccc(NC(=O)C3CC3)cc2OC[C@@H](C)N(C(=O)CN(C)C)C[C@@H]1C | . | . | -0.8
CO[C@@H]1CN(C)C(=O)c2ccc(NS(C)(=O)=O)cc2OC[C@H](C)N(C(=O)C2CC2)C[C@H]1C | . | . | 0.1
CO[C@@H]1CN(C)C(=O)c2ccc(NC(=O)C3CC3)cc2OC[C@H](C)N(C(=O)c2ccccc2)C[C@@H]1C | . | . | -0.5
CO[C@H]1CN(C)C(=O)c2cc(NS(C)(=O)=O)ccc2OC[C@H](C)N(C(=O)C2CC2)C[C@H]1C | . | . | 0.9
Cc1noc(C)c1NC(=O)N(C)C[C@@H]1Oc2ccc(NC(=O)Cc3cn(C)c4ccccc34)cc2CC(=O)N([C@H](C)CO)C[C@@H]1C | . | . | 0.9
C[C@@H]1CCCCO[C@@H](CN(C)C(=O)CCCN(C)C)[C@@H](C)CN([C@@H](C)CO)C(=O)c2cc(NS(=O)(=O)c3cccs3)ccc2O1 | . | . | 3.6
CCC(=O)Nc1ccc2c(c1)OC[C@H](C)N(C(=O)C1CCC1)C[C@H](C)[C@@H](OC)CN(C)C2=O | . | . | 2.5
C[C@H](CO)N1C[C@H](C)[C@H](CN(C)Cc2ccc(C(=O)Nc3ccccc3N)cc2)Oc2c(NC(=O)NC3CCCCC3)cccc2C1=O | . | . | -1.2
CO[C@H]1CN(C)C(=O)c2ccc(NC(=O)C3CC3)cc2OC[C@@H](C)N(C(=O)c2ccccc2)C[C@@H]1C | . | . | 0.0
CC(C)NC(=O)N(C)C[C@H]1OCCCC[C@H](C)Oc2ccc(NC(=O)Nc3cccc4ccccc34)cc2C(=O)N([C@H](C)CO)C[C@H]1C | . | . | -0.6
CCCNC(=O)Nc1ccc2c(c1)C(=O)N(C)C[C@H](OC)[C@@H](C)CN(C(=O)C1CC1)[C@@H](C)CO2 | . | . | -2.5
CO[C@H]1CN(C)C(=O)c2ccc(NS(C)(=O)=O)cc2OC[C@H](C)N(C(=O)C2CC2)C[C@@H]1C | . | . | 1.2
CO[C@H]1CN(C)C(=O)c2ccc(NC(=O)C3CC3)cc2OC[C@H](C)N(CC2CCCC2)C[C@H]1C | . | . | 2.3
C[C@@H]1CN([C@H](C)CO)C(=O)c2cccc(NC(=O)CCCCCC(=O)Nc3ccccc3N)c2O[C@@H]1CN(C)CC1CCCCC1 | . | . | 0.9
CO[C@@H]1CN(C)C(=O)c2cc(NC(=O)C3CC3)ccc2OC[C@H](C)N(C(=O)c2ccccc2)C[C@H]1C | . | . | 1.4
COc1cccc(CNC(=O)C[C@H]2C=C[C@@H](NS(=O)(=O)c3ccccc3OC)[C@@H](CO)O2)c1 | . | . | 1.1
CO[C@@H]1CN(C)C(=O)c2ccc(NC(=O)C3CCOCC3)cc2OC[C@H](C)N(CC2CC2)C[C@H]1C | . | . | -1.9
CO[C@@H]1CN(C)C(=O)c2ccc(NC(C)=O)cc2OC[C@H](C)N(CC2CCCCC2)C[C@H]1C | . | . | 0.6
CO[C@@H]1CN(C)C(=O)c2cc(NC(=O)C3CC3)ccc2OC[C@H](C)N(C)C[C@@H]1C | . | . | -2.4
COc1ccc2c3c([nH]c2c1)[C@@H](CO)N(Cc1ccccc1)CC31CN(C(=O)c2ccccn2)C1 | . | -10.1 | .
Cc1ccc(S(=O)(=O)N(C)C[C@@H]2OCCCC[C@@H](C)Oc3ccc(NC(=O)Nc4ccc(F)cc4)cc3C(=O)N([C@H](C)CO)C[C@@H]2C)cc1 | . | -83.5* | .
COc1ccc2c3c([nH]c2c1)[C@@H](CO)N(Cc1ccccn1)CC31CN(C(C)=O)C1 | . | 11.6 | .
CCCC(=O)N1CC2(CCN(C(=O)NC(C)C)CC2)c2c(n(C)c3cc(OC)ccc23)[C@@H]1CO | . | 28.9 | .
COc1ccc2c3c(n(C)c2c1)[C@H](CO)NCC31CCN(C(=O)c2ccccc2)CC1 | . | 55.6 | .
CCC(=O)N1CC2(CN(Cc3nccs3)C2)c2c(n(C)c3cc(OC)ccc23)[C@@H]1CO | . | -7.8 | .
COc1ccc2c3c([nH]c2c1)[C@H](CO)NCC31CCN(C(=O)Cc2ccncc2)CC1 | . | -22.9 | .
COc1ccc2c3c(n(C)c2c1)[C@@H](CO)NCC31CN(Cc2ccncc2)C1 | . | 3.3 | .
COc1ccc(S(=O)(=O)N(C)C[C@@H]2Oc3c(NS(=O)(=O)c4ccccc4)cccc3C(=O)N([C@H](C)CO)C[C@H]2C)cc1 | . | -6.4 | .
CCCC(=O)N1CC2(C1)CN(C(=O)Nc1c(C)noc1C)[C@H](CO)c1c2c2ccc(OC)cc2n1C | . | 25.0 | .
COCC(=O)N1CC2(C1)CN(C(=O)c1ccccn1)[C@H](CO)c1c2c2ccc(OC)cc2n1C | . | 25.9 | .
COCC(=O)N1CC(=O)N2[C@H](C1)[C@@H](c1ccc(-c3cccnc3)cc1)[C@@H]2CO | . | 60.5 | .
COc1ccc2c3c([nH]c2c1)[C@H](CO)N(Cc1ccccc1F)CC31CCN(S(C)(=O)=O)CC1 | . | 21.1 | .
COCC(=O)N1C[C@H](C)[C@H](OC)CN(C)C(=O)c2ccc(NC(=O)Nc3ccccc3)cc2OC[C@H]1C | . | 0.4 | .
COCC(=O)N1CCC2(CC1)CN(Cc1ccccc1Cl)[C@@H](CO)c1c2c2ccc(OC)cc2n1C | . | -27.9 | .
COCC(=O)N1CCC2(CC1)CN(Cc1cc(F)ccc1F)[C@@H](CO)c1[nH]c3cc(OC)ccc3c12 | . | -53.5 | .
COc1ccc2c3c([nH]c2c1)[C@H](CO)N(C(=O)Nc1ccc(F)cc1)CC31CN(Cc2ccccc2OC)C1 | . | -53.6 | .
COc1ccc2c3c([nH]c2c1)[C@@H](CO)N(Cc1ccccc1)CC31CCN(C(C)=O)CC1 | . | 20.4 | .
Cc1ccc(S(=O)(=O)N(C)C[C@@H]2OCCCC[C@H](C)Oc3ccc(NC(=O)Nc4ccc(F)cc4)cc3C(=O)N([C@H](C)CO)C[C@H]2C)cc1 | . | -81.7* | .
CCC(=O)N1CCC2(CC1)CN(C(=O)c1ccccn1)[C@@H](CO)c1c2c2ccc(OC)cc2n1C | . | -2.1 | .
COc1ccc2c3c(n(C)c2c1)[C@H](CO)N(C(=O)Nc1ccc(F)cc1)CC31CN(S(=O)(=O)c2cccs2)C1 | . | 6.7 | .

4 entries from above, with two lines to a compound.
Values in the order – C diff growth	Pf Dd2 growth	GASC1 inh
> COCC(=O)N1CC(=O)N2[C@H](C1)[C@@H](c1ccc(-c3cccnc3)cc1)[C@@H]2CO
 : .	60.5	.
> COc1ccc2c3c([nH]c2c1)[C@H](CO)N(C(=O)Nc1ccc(F)cc1)CC31CN(Cc2ccccc2OC)C1
 : .	-53.6	.
> COc1ccc2c3c([nH]c2c1)[C@@H](CO)N(Cc1ccccc1)CC31CCN(C(C)=O)CC1
 : .	20.4	.
> Cc1ccc(S(=O)(=O)N(C)C[C@@H]2OCCCC[C@H](C)Oc3ccc(NC(=O)Nc4ccc(F)cc4)cc3C(=O)N([C@H](C)CO)C[C@H]2C)cc1
 : .	-81.7*	.

Next part.
SMILES | C diff growth | Pf Dd2 growth | GASC1 inh
COc1ccc2c3c([nH]c2c1)[C@@H](CO)N(Cc1ccncc1)CC31CN(S(C)(=O)=O)C1 | . | 29.7 | .
COc1ccc2c3c(n(C)c2c1)[C@@H](CO)N(C(=O)Nc1ccc(F)cc1)CC31CCN(C(=O)Nc2ccc(F)cc2F)CC1 | . | 24.2 | .
CCCNC(=O)N1CC2(CCN(Cc3ccc(F)cc3)CC2)c2c([nH]c3cc(OC)ccc23)[C@H]1CO | . | 18.6 | .
COc1ccc2c3c(n(C)c2c1)[C@@H](CO)N(CC1CC1)CC31CCN(C(=O)c2ccccc2)CC1 | . | 13.0 | .
CCCNC(=O)N1CC2(C1)CN(C(=O)NC(C)C)[C@@H](CO)c1c2c2ccc(OC)cc2n1C | . | 32.3 | .
COc1ccc2c3c([nH]c2c1)[C@H](CO)N(Cc1ccccn1)CC31CN(Cc2cccc(F)c2)C1 | . | 42.3 | .
CCC(=O)N1CC2(CN[C@H](CO)c3c2c2ccc(OC)cc2n3C)C1 | . | 23.7 | .
CCS(=O)(=O)N1CC2(CN(C(=O)Nc3cccc(F)c3)[C@H](CO)c3c2c2ccc(OC)cc2n3C)C1 | . | 21.7 | .
COc1ccc2c3c([nH]c2c1)[C@@H](CO)N(Cc1ccc(Cl)cc1)CC31CN(Cc2ccccc2)C1 | . | 25.3 | .
O=C(C1=C[C@@H](c2csc3ccccc23)C[C@@H](OCCCCO)O1)N1CCCCCCC1 | -1.4 | . | .
CC(C)(C)[C@@H]1C=C(C(=O)N2CCN(Cc3ccccc3)CC2)O[C@H](OCc2ccc(CO)cc2)C1 | 8.1 | . | .
CCO[C@H]1OC(C(=O)O)=C[C@@H](c2ccc3c(c2)OCO3)[C@@H]1CCCO | -13.1 | . | .
O=C(NCc1nc2ccccc2[nH]1)C1=C[C@@H](c2ccc3c(c2)OCO3)C[C@@H](OCCCCO)O1 | 8.1 | . | .
COc1ccc(OC)c(NC(=O)CN=[N+]=[N-])c1 | -11.8 | . | .
O=C(NCc1ccccc1)C1=C[C@@H](c2ccc(C(F)(F)F)cc2)C[C@@H](OCCCCO)O1 | 8.5 | . | .
COc1ccc([Si](C)(C)[C@H]2[C@H](CCO)O[C@@]3(C(=O)N(Cc4cccc(N5CCOC5=O)c4)c4ccccc43)[C@@H]2C)cc1 | 10.9 | . | .
CCCCNC(=O)C(COCc1ccccc1)OC(=O)c1ccccc1 (stereo not given) | 9.6 | . | .
COc1ccc(COCC23N=C4SCc5ccccc5CN4[C@H](c4ccccc4O2)[C@H]3CO)cc1 | 2.2 | . | .
CCc1cccc(NC(=O)O[C@H]2[C@H](OC(=O)Nc3ccccc3-c3ccccc3)[C@H](OC(=O)Nc3ccccc3-c3ccccc3)[C@@H](OC)O[C@@H]2CO)c1 | 10.3 | . | .
O=C(C1=C[C@@H](c2ccc(C(F)(F)F)cc2)C[C@@H](OCc2ccc(CO)cc2)O1)N1CCN(Cc2ccc3c(c2)OCO3)CC1 | 4.8 | . | .
COc1ccc(C#Cc2ccc3c(c2)[C@]2(C(=O)N3)[C@H](c3ccc(OCCO)cc3)N3[C@H](c4ccccc4)[C@H](c4ccccc4)OC(=O)[C@H]3[C@@H]2C(N)=O)cc1 | 3.9 | . | .
CCC#CCN(Cc1ccccc1Br)[C@H](/C=C/c1ccccc1)[C@@H](O)Cc1ccccc1 | -9.0 | . | .
O=C(C1=C[C@@H](C2CC2)C[C@@H](OCc2ccc(CO)cc2)O1)N1CCOCC1 | -3.2 | . | .
C=CC[C@]1(C(=O)NCCCOC)COC(c2ccc(OCCCO)cc2)=N1 | 3.4 | . | .
COc1ccc(CCN2C(=O)[C@@]3(Cc4ccccc42)c2ccccc2C(=O)N(C2CCCCC2)[C@H]3c2ccc(CO)cc2)cc1 | -1.2 | . | .
O=C(C1=C[C@@H](C2CC2)C[C@@H](OCCCCO)O1)N1CCN(Cc2ccc3c(c2)OCO3)CC1 | 0.2 | . | .
O=C(O)C1=C[C@H](c2ccc(Br)cc2)C[C@H](OCc2ccc(CO)cc2)O1 | -3.8 | . | .
COC(=O)c1cn(C[C@H](Cc2ccccc2)NC(=O)c2ccccc2)nn1 | -3.9 | . | .
CCO[C@H]1OC(C(=O)N2CCN(Cc3ccc4c(c3)OCO4)CC2)=C[C@@H](c2ccc3c(c2)OCO3)[C@@H]1CCCO | 15.6 | . | .
C#CCNC(=O)C1=C[C@H](C2CCCCC2)C[C@H](OCc2ccc(CO)cc2)O1 | 11.2 | . | .
